# Screening results (PubChem BioAssay)
# 697 NFkB inh = inhibitors of the PMA/ionomycin-induced NF-kB reporter in 697 B cells | 697 B-cell NF-kB luciferase reporter, 16 h | 330,000 tested, 0.33% active | inhibition, % at 4 µM; in the data active means inhibition above about 35%
# UPR XBP1 act = activators of adaptive arm of unfolded protein response (XBP1); CHO-XBP1 luciferase reporter, IRE1-XBP1 UPR activation, luminescence; percent of tunicamycin response, DMSO as zero; activation, % at 20 µM; 330,000 tested, 0.33% active; AID 463104;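 active means versus positive control, 20 µM dose yields 30% or more activation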;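 further: 100% = tunicamycin at 10 µg/mL and 0% = DMSO only wells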
#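 Material: CHO-XBP1 cells stably carrying IRE1-XBP1-driven luciferase reporter / Amount: 1000 cells per well / Compound: 20 µM, 1% DMSO / Times: 6 h treatment, 37 °C / Detection: luciferase luminescence / Measure: % activation of reporter signal versus tunicamycin and DMSO controls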
# tim10-1 inh = growth inhibitors of tim10-1 mutant yeast. S. cerevisiae tim10-1 ts strain growth, BacTiter-Glo, 24 h. inhibition, % at 20 µM. 330,000 tested, 2.2% active. AID 463190;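 active means inhibition of at least 40%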;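 further: mutant grown at 25 °C; 0% = DMSO wells with yeast and 100% = wells holding no yeast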
# Jurkat NFkB inh = lowers PMA/ionomycin-induced NF-kB signal in Jurkat cells; 330,000 tested, 0.53% active; PMA/ionomycin-induced NF-kB luciferase reporter, luminescence; inhibition, % at 4 µM; AID 435003; in the data active means inhibition above about 50%
# TIM10 inh = growth inhibitors of TIM10 yeast strain. S. cerevisiae TIM10 strain growth, BacTiter-Glo luminescence, 24 h. 330,000 tested, 1.4% active. inhibition, % at 10 µM;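 active means inhibition of 40% or more at the single tested concentration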;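 further: wild-type TIM10 isogenic control strain grown at permissive 25 °C; 0% = DMSO yeast wells and 100% = minimal medium wells without yeast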
# Mdm2 MdmX PPI = human Mdm2/MdmX binding inhibition. O15151+Q00987. 330,000 tested, 3% active. inhibition, % at 8 µM. SaOS-2 split-luciferase Mdm2/MdmX complementation, luminescence;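 active means inhibition of at least 50% at 8 µM in the primary screen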
# Target sequence (O15151 whole entry, looked up): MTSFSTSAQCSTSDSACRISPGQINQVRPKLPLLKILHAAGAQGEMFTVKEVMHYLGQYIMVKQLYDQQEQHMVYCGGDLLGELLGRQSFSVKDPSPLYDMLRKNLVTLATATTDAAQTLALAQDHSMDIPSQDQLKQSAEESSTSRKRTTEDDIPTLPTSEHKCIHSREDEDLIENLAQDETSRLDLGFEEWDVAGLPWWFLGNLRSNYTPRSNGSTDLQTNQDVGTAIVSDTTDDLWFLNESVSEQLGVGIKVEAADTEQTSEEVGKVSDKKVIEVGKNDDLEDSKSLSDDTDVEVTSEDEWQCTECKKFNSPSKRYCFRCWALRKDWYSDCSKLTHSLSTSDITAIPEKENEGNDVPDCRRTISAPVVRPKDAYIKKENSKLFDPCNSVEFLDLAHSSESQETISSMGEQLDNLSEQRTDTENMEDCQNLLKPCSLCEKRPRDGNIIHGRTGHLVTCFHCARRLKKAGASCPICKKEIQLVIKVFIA
# Target sequence (Q00987 whole entry, looked up): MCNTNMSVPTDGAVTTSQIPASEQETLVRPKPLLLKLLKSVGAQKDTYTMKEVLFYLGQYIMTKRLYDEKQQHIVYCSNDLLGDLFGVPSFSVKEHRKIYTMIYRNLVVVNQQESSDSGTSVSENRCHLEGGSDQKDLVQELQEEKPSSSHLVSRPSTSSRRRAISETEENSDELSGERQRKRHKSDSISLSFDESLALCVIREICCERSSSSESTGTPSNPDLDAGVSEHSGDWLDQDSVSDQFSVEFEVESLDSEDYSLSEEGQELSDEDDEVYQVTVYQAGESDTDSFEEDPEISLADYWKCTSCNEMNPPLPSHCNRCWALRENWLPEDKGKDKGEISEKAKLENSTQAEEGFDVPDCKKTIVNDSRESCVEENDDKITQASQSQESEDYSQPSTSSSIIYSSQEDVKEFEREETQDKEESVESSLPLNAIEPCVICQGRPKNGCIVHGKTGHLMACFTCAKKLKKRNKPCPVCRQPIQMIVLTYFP
# tim23-1 inh = inhibits growth of tim23-1 mutant yeast. S. cerevisiae tim23-1 growth, BacTiter-Glo luminescence, 24 h. inhibition, % at 20 µM. 330,000 tested, 1.3% active;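 active means growth inhibition of the mutant yeast at or above 50%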;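 further: temperature-sensitive mutant grown at 25 °C; plate controls were DMSO-treated mutant yeast for no effect and medium wells lacking yeast for full effect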
# CHOP UPR activ = activators of apoptotic arm of unfolded protein response (CHOP). AID 449763. CHO-CHOP luciferase reporter, UPR activation, luminescence; percent of tunicamycin response over DMSO baseline. 330,000 tested, 0.34% active. activation, % at 10 µM;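 active means at 10 µM dose, activation of 40% or more, normalized to positive control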;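 further: 100% = tunicamycin at 10 µg/mL and 0% = DMSO alone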
#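 System: CHO-CHOP luciferase reporter cell line; amount: 500 cells/well; buffer or medium: F12 medium containing 10% fetal bovine serum; incubation: 6 h compound exposure at 37 °C after overnight seeding; measured by: luciferase luminescence after 10 min with Steady-Glo reagent; evaluation: % reporter activation, DMSO baseline versus tunicamycin full activation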
# * hit, by the source's call; . = no result given; & = joins results of further samples.
SMILES,697 NFkB inh,UPR XBP1 act,tim10-1 inh,Jurkat NFkB inh,TIM10 inh,Mdm2 MdmX PPI,tim23-1 inh,CHOP UPR activ
CCOC(=O)C1CCN(C(=O)CCn2c(=O)[nH]c3ccsc3c2=O)CC1,4,-2,6,10,-14,7,1,-1.2
C/C(=C\C(=O)c1ccccc1)Nc1cccc(O)c1,-91,6,-11,-107,7,-82,17,3.6
C/C(=N\NC(=O)Cn1nc(C)cc1C)c1ccc([N+](=O)[O-])cc1,0,-2,3,4,6,15,12,0.3
Cc1cccc(-n2cnc(C(=O)Nc3cccnc3)c2)n1,-128,-2,16,-84,8,-13,8,2.6
COc1ccccc1-c1nnc(NC(=O)c2ccc3ncsc3c2)o1,-90,-1,24,-16,14,6,5,1.5
N#C/C(=C\c1cccc([N+](=O)[O-])c1)c1nnc2n1CCCCC2,13,-3,14,-2,22,23,31,-1.1
Cc1ccccc1NS(=O)(=O)c1cc(C(=O)NCCC2=CCCCC2)ccc1Cl,3,-2,31,22,18,25,37,-1.3
O=C(Nc1cccc(F)c1)/C(=C\c1cccnc1)NC(=O)c1ccco1,18,8,12,-2,8,18,7,-1.9
Cn1c(=O)[nH]c(=O)c2c1ncn2CCCc1ccccc1,-2,-5,8,-7,-7,18,9,0.2
Cc1ccc(C2CC2c2n[nH]c(=S)n2-c2cccc(C)c2)cc1 (stereo unspecified),-25,0,26,-16,29,-36,30,-0.6
CN(C)CCCNc1c2c(nc3ccccc13)CCC2,8,-4,-28,12,1,24,-20,0.4
COc1ccc(CC2(C)OC(c3ccc(Cl)cc3)=NN2C(C)=O)cc1 (stereo unspecified),12,1,-27,-6,-12,-16,11,-1.0
CCCCn1c(N)c(N(CC(C)C)C(=O)c2cccc(S(=O)(=O)N3CCCCCC3)c2)c(=O)[nH]c1=O,2,-3,0,-4,-2,16,-7,0.5
COc1ccc(NC(=O)CCNS(=O)(=O)c2cccc3nonc23)c(OC)c1,16,-2,-11,16,10,5,6,0.4
CCOC(=O)c1c(C)nc2cc(C)cc(C)n12,-4,5,-5,1,-3,-14,-9,0.7
CCN(c1ccccc1)S(=O)(=O)c1ccc(Cl)c(NC(=O)COC(=O)c2ccc(Cl)c(N)c2)c1,9,-1,-11,7,-18,3,-30,-1.9
Cc1c(N=Cc2ccc(Br)s2)cccc1[N+](=O)[O-],22,-1,22,2,-16,12,4,1.9
O=C(Nc1nnc(C2CC2)s1)C1CCCCC1,-2,0,-14,-23,-7,-5,5,1.1
CCN1C(=O)c2cccc3c(Cl)ccc(c23)C1=O,24,0,23,0,5,11,13,1.7
CCc1ccc(Nc2ncccc2C#N)cc1,13,5,4,-9,-7,16,-34,0.1
COc1cc(-c2nnc3sc(-c4cccs4)nn23)cc(OC)c1OC,-2,4,29,11,29,24,13,1.7
COc1ccc(CCNC(=O)C(C)n2nc(C)n3c(cc4occc43)c2=O)cc1OC (stereo unspecified),12,-9,-4,-1,-5,23,4,-0.5
COc1ccc(CCn2c(C3CCCCC3)nc3c(c(=O)c4ccccc4n3C)c2=O)cc1,-87,34*,3,36,34,81*,41,5.9
CCOC(=O)Cc1csc(NC(=O)Nc2cccc(OC)c2)n1,-22,-1,11,-12,20,-10,20,2.0
Cc1cc(NS(=O)(=O)c2ccc(NC(=S)NC(=O)c3ccc(F)cc3Cl)cc2)no1,10,1,-3,13,4,3,-3,-1.4
Cc1cc(CN(C)C(=O)C2CCC(=O)N(CCc3ccccc3)C2)n[nH]1 (stereo unspecified),1,-2,13,20,7,6,5,0.7
O=c1cc(O)nc(SCc2ccccc2)n1-c1ccccc1,7&2,-1&-1,17&13,9&-3,12&34,-7&-20,-1&-24,-1.2&-0.7
CCN(CC)C(=O)C1CCCN(Cc2cccc(F)c2)C1 (stereo unspecified),12,-3,13,9,11,4,-7,0.3
CC(=O)c1cccc(OCC(O)CN2CCN(C(=O)c3ccco3)CC2)c1 (stereo unspecified),11,-7,2,7,-17,-6,-2,2.2
COc1ccc(S(=O)(=O)NCCC(=O)Nc2ccc(C)cc2)cc1,-13,2,-24,2,-2,-4,-1,-0.3
CCN(C(=O)CSc1nnc(-c2ccccc2)n1C)C1CCS(=O)(=O)C1 (stereo unspecified),7,-3,16,-8,6,-26,1,-2.2
Cc1cc2nc(-c3cc(N4CCOCC4)ccc3[N+](=O)[O-])ccn2n1,8,-2,1,2,-8,19,5,-2.4
CC1CCCCN1C(=O)COc1ccccc1F (stereo unspecified),6,-3,18,10,-6,-24,6,-0.5
Cc1ccc2nc(-c3ccccn3)c(NC3CCCC3)n2c1,-80,0,30,-45,17,30,23,4.0
Cc1cccc(NC(=O)COc2ccc(Br)cc2C)n1,17,1,18,-84,0,1,2,0.4
Nc1ncnc2c1ncn2[C@@H]1O[C@H](CNC(=O)[C@@H]2C[C@H](F)CN2)[C@@H](O)[C@H]1O,-16,1,7,.,0,-17,22,1.7
CN(C)S(=O)(=O)c1cccc(-c2nnc(SCCNCCO)n2-c2ccc(F)cc2)c1,4,3,5,11,-7,-9,-3,-1.0
c1ccn2cc(-c3ccc4c(c3)OCO4)cc2c1,14,2,17,-4,-4,2,14,3.4
CC1CC(C)CN(c2nc(NCc3ccco3)nc(N)c2[N+](=O)[O-])C1 (stereo unspecified),-36,-3,7,7,14,6,41,-0.5
Cc1ccc(NC2c3ccccc3C(=O)N2c2cccnc2)cc1 (stereo unspecified),12,-1,-11,-13,-9,22,12,-1.4
O=C(c1ccco1)N1CCN(C(=O)c2cccc3c2C(=O)N(C2CCCCC2)C3)CC1,16,-1,4,-4,4,4,8,-0.2
Cc1ccc(CN2CCNC(=O)C2CC(=O)N(C)CCc2ccccc2)cc1 (stereo unspecified),18,-1,9,2,15,-5,13,1.8
COc1cccc(Nc2nc(-c3sc(NC(=O)c4ccccc4)nc3C)cs2)c1,-31,1,13,-12,1,-24,22,3.6
NC(=O)c1c(NC(=O)c2ccccc2C(=O)O)sc2c1CCCC2,0,-2,-2,18,-2,12,9,6.2
CCOC(=O)N1CCN(CC(=O)Nc2nc3ccccc3s2)CC1,-3,1,3,9,-6,2,5,-0.5
CCc1nnc2c(N(C)C)nc3ccccc3n12,5,2,19,14,8,18,7,-0.5
C=CCC[C@@H](Cc1ccc(F)cc1)C(=O)OC[C@H](C)NC(=O)[C@@H](CC=C)CC(=O)N[C@@H](CO)Cc1ccccc1,1,-1,-3,-12,-1,3,7,1.0
CC(C)(C)NC(=O)c1cc(F)c(F)cc1Cl,0,-1,8,9,8,6,13,1.5
CCOC(=O)C1CCCCN1Cc1ccc(F)cc1 (stereo unspecified),6,1,2,0,-9,-9,7,1.1
O=C(c1ccc(N2CCCCC2)c([N+](=O)[O-])c1)N(Cc1ccccc1)c1ccccn1,-73,1,15,1,19,34,15,-3.6
# Other structures
SMILES,697 NFkB inh,UPR XBP1 act,tim10-1 inh,Jurkat NFkB inh,TIM10 inh,Mdm2 MdmX PPI,tim23-1 inh,CHOP UPR activ
O=C(Cc1ccc(Cl)cc1)Nc1ccc(SC(F)F)cc1,-31,12,32,-38,18,-53,26,3.4
O=c1cc(NCc2ccco2)[nH]c(=O)n1-c1ccc(Br)cc1,-4,-3,9,9,8,-11,10,-1.0
O=C(COC(=O)/C=C/c1ccc(C(F)(F)F)cc1)Nc1ccc2[nH]c(=O)[nH]c2c1,-25,2,0,-23,5,20,-6,-1.0
CN(Cc1ccccn1)C(=O)CC1C(=O)NCCN1Cc1ccc(F)cc1Cl (stereo unspecified),-3,-3,-2,1,14,-7,7,-0.8
COc1cc2c(cc1NC(=O)C(c1ccccc1)c1ccccc1)CCCC2,-24,-4,9,-29,12,25,16,-0.4
CCCN(CC(=O)Nc1ccccc1C)C(=O)c1ccc(-c2ccc(C(C)=O)cc2)o1,-10,1,-8,-8,-8,14,11,2.1
COc1ccc(-c2[nH]ncc2/C=N\NC(=O)c2ccc(Br)o2)cc1OC,15,5,-1,-2,-2,9,0,-3.6
CN1CCN(S(=O)(=O)c2ccc(NC(=O)COc3ccccc3)cc2)CC1,16,-3,21,7,-27,5,19,-0.9
CC(=O)N1CCc2cc(S(=O)(=O)NCCC(=O)Nc3cc(C)cc(C)c3)ccc21,0,-2,11,2,-9,11,-2,-2.1
O=C(O)c1cccc(-c2ccc3c(c2)OCO3)c1,5,-2,12,1,6,-29,13,1.7

# Part of the list above, bar-delimited.
smiles | 697 NFkB inh | UPR XBP1 act | tim10-1 inh | Jurkat NFkB inh | TIM10 inh | Mdm2 MdmX PPI | tim23-1 inh | CHOP UPR activ
CN(Cc1ccccn1)C(=O)CC1C(=O)NCCN1Cc1ccc(F)cc1Cl (stereo unspecified) | -3 | -3 | -2 | 1 | 14 | -7 | 7 | -0.8
c1ccn2cc(-c3ccc4c(c3)OCO4)cc2c1 | 14 | 2 | 17 | -4 | -4 | 2 | 14 | 3.4
Cc1ccc2nc(-c3ccccn3)c(NC3CCCC3)n2c1 | -80 | 0 | 30 | -45 | 17 | 30 | 23 | 4.0

# Continued:
SMILES,697 NFkB inh,UPR XBP1 act,tim10-1 inh,Jurkat NFkB inh,TIM10 inh,Mdm2 MdmX PPI,tim23-1 inh,CHOP UPR activ
CC(C)COc1cccc(C(=O)N(C)CC(=O)Nc2cccc3ccccc23)c1,-2,-1,-7,-4,-8,25,19,0.4
Cc1ccc(C(=O)Nc2ccc3cn[nH]c3c2)cc1S(=O)(=O)N1CCOCC1,-41,1,1,-39,-26,-2,-12,3.1
O=C(COc1ccc2ccccc2c1)N1CCN(C(=O)c2cccs2)CC1,6,2,17,0,3,4,10,0.3
CCOC(=O)C1=C(COc2ccc(C)cc2)NC(=O)NC1c1cc(C)ccc1C (stereo unspecified),-3,5,-9,-5,1,8,-4,0.8
C1=C(c2ccccc2)Nc2ccccc2N=C1c1ccccc1,-24,1,12,-12,10,-8,29,-0.2

# Arranged by count of non-hydrogen atoms (rising): some entries from above.
SMILES,697 NFkB inh,UPR XBP1 act,tim10-1 inh,Jurkat NFkB inh,TIM10 inh,Mdm2 MdmX PPI,tim23-1 inh,CHOP UPR activ
O=C(O)c1cccc(-c2ccc3c(c2)OCO3)c1,5,-2,12,1,6,-29,13,1.7
CCOC(=O)C1CCCCN1Cc1ccc(F)cc1 (stereo unspecified),6,1,2,0,-9,-9,7,1.1
O=C(Cc1ccc(Cl)cc1)Nc1ccc(SC(F)F)cc1,-31,12,32,-38,18,-53,26,3.4
O=c1cc(NCc2ccco2)[nH]c(=O)n1-c1ccc(Br)cc1,-4,-3,9,9,8,-11,10,-1.0
C1=C(c2ccccc2)Nc2ccccc2N=C1c1ccccc1,-24,1,12,-12,10,-8,29,-0.2
COc1ccc(-c2[nH]ncc2/C=N\NC(=O)c2ccc(Br)o2)cc1OC,15,5,-1,-2,-2,9,0,-3.6
O=C(COc1ccc2ccccc2c1)N1CCN(C(=O)c2cccs2)CC1,6,2,17,0,3,4,10,0.3
COc1cc2c(cc1NC(=O)C(c1ccccc1)c1ccccc1)CCCC2,-24,-4,9,-29,12,25,16,-0.4
CC(C)COc1cccc(C(=O)N(C)CC(=O)Nc2cccc3ccccc23)c1,-2,-1,-7,-4,-8,25,19,0.4
O=C(c1ccc(N2CCCCC2)c([N+](=O)[O-])c1)N(Cc1ccccc1)c1ccccn1,-73,1,15,1,19,34,15,-3.6
